KOR beta-arrestin-1 = kappa opioid receptor activators – cell-based, luminescence, uHTS, primary screen (AID 1777) | 0.02% of 280,000 active | activation, % at 10 µM; hits with a dose series show EC50 in µM | KOR beta-arrestin recruitment, luminescence; higher % means a stronger effect; in the data active means activation above about 50%, passing the limit was not always enough; further: a part of the inactive calls stands beside numbers as strong as those of hits
GPR55 antagonists = GPR55 antagonists blocking LPI-driven arrestin recruitment, primary screen, imaging, U2OS, beta-arrestin-GFP, LPI agonist (AID 2013); U2OS GPR55 beta-arrestin-GFP translocation imaging, LPI antagonism; higher % means a stronger effect; inhibition, % at 10 µM; hits with a dose series show IC50 in µM; 0.13% of 290,000 active;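 active means spots per cell inhibited over 60%, with over 100 cells counted and total cytoplasm intensity under 500,000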;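 further: U2OS cells stably carrying GPR55 and arrestin-GFP stimulated by 5 µM LPI near EC80; imaged beta-arrestin-GFP aggregate spots per cell after agonist stimulation; plate controls were LPI-stimulated DMSO wells for no effect and DMSO wells without LPI for full effect; some results filed as inactive read as strong as hits; confirmed hits need IC50 under 10 µM and bright autofluorescent wells are also inconclusive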
HIV peptide binding = inhibitors of HIV fusion peptide binding, primary screen, biochemical, uHTS, fluorescence dequenching (AID 1986). cell-free peptide binding, fluorescence dequenching, 30 min; higher % means a stronger effect. inhibition, % at 20 µM; hits with a dose series show IC50 in µM. 0.3% of 290,000 active; in the data active means inhibition mostly above about 52%, no sharp cut-off; inactive means mostly below about 76%; further: some results filed as inactive read as strong as hits
GPR35 arrestin U2OS = inhibition of zaprinast-stimulated GPR35 beta-arrestin translocation – imaging, U2OS, beta-arrestin-GFP, zaprinast agonist, primary screen (AID 2058) | 0.052% of 290,000 active | one-dose inhibition, % at 10 µM; IC50 in µM for titrated hits | U2OS GPR35 beta-arrestin-GFP translocation imaging, zaprinast antagonism; higher % means a stronger effect;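 active means inhibition of at least 50% with at least 30 cells and total cytoplasm GFP at most 10,000,000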
AID2073 = inhibitors of Mint1-CaV2.2 protein interaction, biochemical, HTRF (AID 2073) | HTRF protein-protein interaction, Mint1-CaV2.2; higher % means a stronger effect | inhibition, % at 20 µM, or IC50 in µM where a hit was titrated | 0.19% of 290,000 active; in the data active means inhibition mostly above about 51%, no sharp cut-off; further: some results filed as inactive read as strong as hits
NOD1 NF-kB reporter = NOD1 signaling inhibitors, primary screen, cell-based, luminescence, uHTS (AID 1578); NOD1-driven NF-kB luciferase reporter cells, luminescence; higher % means a stronger effect; inhibition, % at 4 µM, or EC50 in µM where a hit was titrated; 1% of 290,000 active; in the data active means inhibition mostly above about 36%, no sharp cut-off; inactive means mostly below about 34%;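 further: HEK-293T reporter cells stimulated with the NOD1 agonist gamma-tri-DAP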
KOR beta-arrestin-2 = kappa opioid receptor blockers – cell-based, luminescence, uHTS (AID 1778); KOR beta-arrestin recruitment, luminescence, antagonist mode; higher % means a stronger effect; inhibition, % at 10 µM, or IC50 in µM where a hit was titrated; 0.091% of 290,000 active; in the data active means inhibition above about 50%; further: strong numbers were not always called active
Siah-1 displacement = Siah-1 peptide-binding antagonists, primary screen, biochemical, fluorescence polarization, rhodamine-plectin, uHTS (AID 1817); Siah-1 / rhodamine-plectin peptide fluorescence polarization; higher % means a stronger effect; 0.02% of 290,000 active; displacement, % at 20 µM; hits with a dose series show IC50 in µM;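 active means displacement of at least 50% at 20 µM, with a fluorescence ratio check between 0.3 and a set limit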;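 further: plate controls were Siah plus tracer with DMSO for no effect and tracer alone without Siah for full effect; strong numbers were not always called active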
GPR55 activation = selective activators of receptor GPR55 – imaging, U2OS cells, beta-arrestin-GFP redistribution, primary screen (AID 1961); U2OS GPR55 beta-arrestin-GFP redistribution imaging; higher % means a stronger effect; activation, % at 10 µM, or EC50 in µM where a hit was titrated; 0.048% of 290,000 active;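 active means activation above 40% with more than 50 cells counted in the well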;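 further: U2OS osteosarcoma cells stably expressing GPR55 and beta-arrestin-GFP; plate controls were DMSO negative control for no effect and LPI positive control for full effect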
Starred values were filed as active, the others as inactive; · = not tested or not shown; [ ] = dose if it differs, or a comment. An excerpt (hit frequency here may not be typical).

SMILES	KOR beta-arrestin-1	GPR55 antagonists	HIV peptide binding	GPR35 arrestin U2OS	AID2073	NOD1 NF-kB reporter	KOR beta-arrestin-2	Siah-1 displacement	GPR55 activation
CN(C(=O)CSc1nnc(-c2ccc(F)cc2)c2ccccc12)C1CCS(=O)(=O)C1 (configuration not stated)	-0.8%	6%	-1.1%	9%	2%	-20%	-19%	0%	-0.2%
O=S(=O)(c1ccc(Br)cc1Cl)N1CCN(CCO)CC1	-4.1%	13%	0.1%	-1%	2%	-24%	16%	7%	1.0%
O=C(N/N=C/c1c[nH]c2ccccc12)c1ccn(Cc2ccc(Cl)cc2Cl)n1	2.9%	-16%	-5.3%	13%	-7%	18%	-39%	0%	-0.1%
CC(C)NS(=O)(=O)c1ccc(OCC(=O)N2CCCC2)cc1	-6.4%	5%	-3.0%	16%	18%	-18%	-7%	3%	0.0%
Cc1cc(C)cc(NS(=O)(=O)c2ccc(-c3cnc(C4CC4)o3)cc2)c1	5.9%	-24%	0.8%	-8%	-3%	22%	-266%	-3%	-0.1%
CC1CCN(C(=O)Cn2nnc(-c3ccc(C(C)C)cc3)n2)CC1	-4.6%	-19%	0.3%	-3%	9%	-8%	-4%[20 µM]	4%	0.3%
COc1ccc(NC(=O)c2ccccc2OCc2c(C)noc2C)cc1OC	-3.3%	11%	2.3%	-10%	2%	-19%	7%	1%	-0.1%
COc1ccc(Cl)cc1NC(=O)C/C(C)=N/NC(=O)c1ccccc1[N+](=O)[O-]	1.9%	8%	-1.7%	5%	10%	-7%	-29%[20 µM]	-3%	0.1%
CN(C)CCCN(C(=O)COc1ccccc1)c1nc2cc3c(cc2s1)OCCO3	4.7%	2%	1.7%	-16%	-5%	-12%	-33%	-3%	0.7%
Cc1c(CN2CCC(CO)(CC3CCCCO3)CC2)cnn1C (configuration not stated)	1.3%	2%	-0.5%	3%	15%	-40%	3%	-2%	-0.2%
COc1ccc(CCNC2CCc3ccccc3C2)cc1 (configuration not stated)	2.2%	-3%	-0.4%	-6%	-4%	-28%	-1%	8%	-0.2%
Cc1c(C(=O)NC2CC2)oc2ccc(S(=O)(=O)N3CCCCCC3)cc12	7.9%	2%	-1.7%	7%	2%	11%	8%	-2%	0.3%
CC(C)CNC(=S)NC1CC2CCCC(C1)N2Cc1ccco1 (configuration not stated)	0.3%	25%	-0.3%	12%	-8%	9%	2%	1%	-0.1%
O=C(c1ccccc1F)N1CCN(C(=O)C2CC2)CC1	1.8%	-10%	-1.9%	6%	9%	9%	-13%	0%	0.4%
CN1CCSc2ccc(C(=O)NCc3cccc(F)c3)cc21	0.3%	8%	-0.5%	7%	33%	-1%	-31%[20 µM]	-2%	-0.1%
CNC(=O)CSc1nc2cc(S(=O)(=O)Nc3ccc(OC)cc3)ccc2o1	1.3%	0%	2.5%	-5%	-5%	-1%	-17%	0%	0.2%
Cc1ccc(NC(=O)CN2C(=O)S/C(=C\c3cc(Cl)c(OCC(=O)O)c(Cl)c3)C2=O)cc1	-3.6%	-9%	51%	20%	23%	-24%	15%[20 µM]	32%	-0.2%
CCOc1ccc(CCNC(=O)c2nnn(CC(=O)Nc3ccc(OC)cc3)c2N)cc1OCC	0.1%	11%	-2.1%	21%	13%	-15%	-10%	3%	-0.1%
CSc1sc(C(=O)N(C)C)c2c1S(=O)(=O)N(C)c1ccccc1-2	2.7%	2%	-1.0%	21%	-12%	0%	4%	-6%	0.2%
Cc1cc(NC(=O)c2ccc(NC(=O)C(C)Oc3ccccc3)cc2)no1 (configuration not stated)	-4.0%	0%	1.6%	19%	-4%	-34%	-17%	-3%	0.3%
COC(=O)c1ccc(C)c(NC(=O)CN(c2cc(OC)ccc2OC)S(C)(=O)=O)c1	1.3%	4%	1.3%	13%	2%	-58%	-10%	0%	-0.1%
Cn1nc(C(=O)Nc2cccc(Cl)c2)cc1C(=O)Nc1cccc(Cl)c1	8.3%	13%	2.2%	-7%	16%	-42%	-34%	5%	0.3%
O=C(CSc1ncn[nH]1)CSc1ncn[nH]1	-3.5%	0%	-0.1%	-5%	-13%	-10%	-49%	6%	1.3%
O=C1CCN(N=Nc2cccc(Cl)c2)N1	0.9%	-12%	0.6%	-8%	-4%	-12%	-49%	-2%	0.2%
Cc1cc(=O)n2nc(N3CCCC(C(=O)NCc4ccc(F)cc4)C3)sc2n1 (configuration not stated)	-3.0%	10%	-1.7%	-3%	2%	2%	-3%	-2%	-0.2%

Further structures
SMILES	KOR beta-arrestin-1	GPR55 antagonists	HIV peptide binding	GPR35 arrestin U2OS	AID2073	NOD1 NF-kB reporter	KOR beta-arrestin-2	Siah-1 displacement	GPR55 activation
CCNS(=O)(=O)c1ccc(CCC(=O)N2CCN(c3cccc(Cl)c3)CC2)cc1	-1.4%	4%	0.6%	3%	-8%	23%	-50%[20 µM]	6%	-0.2%
N#C/C(=C(/O)COC(=O)c1cccnc1Cl)c1nc2ccccc2[nH]1	-0.3%	-12%	7.4%	-6%	32%	-23%	7%	-4%	0.2%
COC(=O)CSc1nc(C)cc(C)n1	-3.3%	7%	2.3%	-1%	2%	-26%	20%	4%	0.1%
CC(C)(C)N(Cc1ccccc1)C(=O)c1ccc(Br)o1	-2.6%	-4%	-2.4%	-1%	5%	-16%	-12%[20 µM]	0%	-0.1%
COc1cccc(C(=O)Nc2ccc3nc4n(c(=O)c3c2)CCCC4)c1	-7.0%	7%	-1.6%	-12%	-4%	-7%	-15%	6%	0.0%
COc1ccc(C2/C=C\CN(C(=O)c3ccc(C)cc3)[C@H](Cc3ccccc3)C(=O)N2Cc2ccc(F)cc2)cc1 (some centres not stated)	-0.2%	2%	1.9%	1%	15%	4%	27%	12%	·
COc1ccccc1NC(=O)C1=C(C)NC(=O)NC1c1ccco1 (configuration not stated)	-0.4%	-3%	-0.1%	-8%	3%	-8%	6%	13%	0.4%
O=C(Nc1nncs1)c1cccc(S(=O)(=O)N2CCCCC2)c1	3.8%	12%	3.6%	5%	17%	-11%	19%	8%	0.5%
CC(C)Cn1c(-c2ccco2)csc1=Nc1cccnc1	-1.6%	8%	-0.3%	9%	11%	·	-20%	3%	0.1%
Cc1[nH]c2c(C)cccc2c1CCNC(=O)C1CCCCC1C(=O)OCC(F)(F)F (configuration not stated)	12%	8%	-2.9%	-6%	1%	-25%	3%	1%	-0.2%
COc1ccccc1NC(=O)CSc1nnc(C)o1	1.1%	4%	-3.6%	-9%	8%	-6%	-15%	0%	-0.2%
Cc1ccc(S(=O)(=O)N2CCN(C(=O)CC(C)C)CC2)cc1	·	7%	1.1%	1%	0%	-28%	-33%[20 µM]	5%	0.1%
O=c1[nH]c2ccc(NS(=O)(=O)c3ccc([N+](=O)[O-])cc3)cc2[nH]1	10%	10%	-0.6%	19%	-10%	-6%	11%	-3%	0.0%
O=C(NCCc1ccccc1)c1nnc(CS(=O)(=O)c2ccccc2)o1	-8.2%	-1%	-1.0%	-6%	6%	-23%	5%[20 µM]	3%	0.0%
Nc1c(C=C2C=CC(=O)C=C2)c(=O)nc2snc(SCc3ccccc3)n12	15%	3%	39%	0%	17%	7%	-16%	-6%	-0.2%
COc1ccc(C(Nc2ccccn2)c2c(NC(=O)c3ccco3)sc(C)c2C)cc1OC (configuration not stated)	-3.9%	-5%	-1.0%	5%	7%	-10%	31%	1%	1.0%
O=C(CCC1CCCCC1=O)c1ccccc1 (configuration not stated)	1.0%	-10%	4.4%	-23%	-6%	-11%	-8%	1%	-0.1%
O=C(Cn1cncn1)NCCC(c1ccccc1)c1ccccc1	-2.3%	5%	-0.8%	-2%	7%	-26%	-29%	4%	-0.2%
Fc1ccc(CSc2nc3ncccc3[nH]2)cc1	4.8%	0%	-1.3%	13%	-20%	-47%	-11%	-1%	-0.2%
COc1ccc(CC(=O)NCC2CCCN(Cc3ccc(F)c(OC)c3)C2)cc1 (configuration not stated)	-3.3%	2%	0.5%	3%	-3%	-5%	-5%[20 µM]	-3%	-0.3%
CCn1c(SCC(=O)Nc2ccc3c(c2)OCO3)nnc1-c1ccccc1O	2.3%	-2%	1.1%	-13%	0%	-30%	25%	-5%	0.6%
COc1ccc(N2CC(NC(=O)Nc3ccccc3)CC2=O)cc1 (configuration not stated)	3.8%	10%	1.7%	0%	2%	1%	-14%	-2%	0.2%
CCOc1ccccc1C(=O)NC1CC2CCCC(C1)N2Cc1nnnn1Cc1ccco1 (configuration not stated)	16%	-8%	0.4%	-15%	-2%	-18%	6%	-3%	0.3%
O=C(O)c1ccc(CN2C(=O)c3ccccc3S2(=O)=O)cc1	-2.3%	3%	-0.3%	4%	4%	0%	13%	2%	0.0%
Cc1cccc(Nc2nc(N)nc(CN3CCN(c4ccc(F)cc4)CC3)n2)c1	8.4%	-16%	4.3%	-4%	7%	0%	-2%	0%	-0.5%

Quoted at random: 2 compounds from above, in no set order.
SMILES	KOR beta-arrestin-1	GPR55 antagonists	HIV peptide binding	GPR35 arrestin U2OS	AID2073	NOD1 NF-kB reporter	KOR beta-arrestin-2	Siah-1 displacement	GPR55 activation
COc1ccc(N2CC(NC(=O)Nc3ccccc3)CC2=O)cc1 (configuration not stated)	3.8%	10%	1.7%	0%	2%	1%	-14%	-2%	0.2%
Fc1ccc(CSc2nc3ncccc3[nH]2)cc1	4.8%	0%	-1.3%	13%	-20%	-47%	-11%	-1%	-0.2%

(more compounds)
SMILES	KOR beta-arrestin-1	GPR55 antagonists	HIV peptide binding	GPR35 arrestin U2OS	AID2073	NOD1 NF-kB reporter	KOR beta-arrestin-2	Siah-1 displacement	GPR55 activation
COc1ccc(-c2cc(C#N)nc(Cl)n2)cc1	-4.6%	-12%	0.9%	13%	3%	-7%	10%	12%	-0.1%
O=C1C(=Cc2cccn2-c2ccc(O)cc2)C(=O)c2ccccc21	0.9%	-4%	63%*	-3%	40%	-6%	-36%	-7%	0.0%
O=C(O)CSCc1cn2cc(Cl)ccc2n1	-3.3%	7%	0.9%	30%	4%	8%	7%	0%	0.3%
O=C(c1cc([N+](=O)[O-])cc([N+](=O)[O-])c1)N1CCN(Cc2ccc3c(c2)OCO3)CC1	-2.0%	8%	-1.8%	-10%	11%	-34%	17%	3%	0.0%
COc1ccc(N2C(=O)c3ccccc3S2(=O)=O)cc1	-0.7%	5%	2.5%	3%	10%	-2%	17%	-1%	-0.1%
COc1ccc(C(=O)NC(=S)NCc2cccnc2)cc1Br	-4.7%	2%	-1.3%	-9%	-7%	-22%	-15%	16%	-0.1%
CC1=C(C(=O)Nc2ccccc2)C(c2ccc(C)o2)n2c(s/c(=C/c3ccccc3)c2=O)=N1 (configuration not stated)	-5.3%	9%	-0.8%	12%	1%	46%	14%	-6%	-0.1%
Cc1cccc(-n2c(C)n[nH]c2=S)c1C	4.7%	-7%	-1.2%	2%	-37%	-10%	2%	-1%	-0.2%
COC(=O)c1ccccc1NC(=O)N[C@@H](C)C(=O)OC	-1.0%	1%	1.1%	6%	-5%	15%	-44%	-4%	-0.1%
CCCN1CCC(=O)N([C@H](CN=[N+]=[N-])Cc2ccccc2)CC1	-4.3%	-9%	1.5%	-1%	4%	-4%	-26%[20 µM]	4%	0.4%
